OX1R antag – blocks the human orexin 1 receptor. inhibition, % at 5 µM. AID 434989. hit rate 0.43% among 330,000. CHO/OX1R cells, Fluo-8 calcium fluorescence, orexin A;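 active = inhibition above its plate's threshold, mean inhibition of all tested compounds on the plate plus 3 SD, cut at about 37% in these data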;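 also: 0% = orexin A challenge wells and 100% = SB-334867-A antagonist wells; not every result past the cut was called active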
Target sequence (O43613 whole entry, looked up): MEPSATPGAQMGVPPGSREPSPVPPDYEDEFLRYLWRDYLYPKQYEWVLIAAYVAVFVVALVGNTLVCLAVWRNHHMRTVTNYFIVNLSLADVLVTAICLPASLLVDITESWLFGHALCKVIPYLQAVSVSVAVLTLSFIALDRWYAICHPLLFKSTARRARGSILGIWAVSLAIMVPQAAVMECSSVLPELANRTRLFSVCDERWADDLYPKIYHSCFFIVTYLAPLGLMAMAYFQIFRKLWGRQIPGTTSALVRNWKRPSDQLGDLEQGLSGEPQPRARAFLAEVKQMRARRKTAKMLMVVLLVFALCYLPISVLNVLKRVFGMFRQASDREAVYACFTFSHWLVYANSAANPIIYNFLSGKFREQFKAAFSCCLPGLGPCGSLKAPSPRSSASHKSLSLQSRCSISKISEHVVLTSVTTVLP
CHT allo act – human CHT allosteric activation. Q9GZV3. CHT-expressing cells, membrane potential dye, choline EC20; stronger effect = higher value; LV-AA mutant CHT in HEK293 cells. B-score at 10 µM. hit rate 0.49% among 310,000;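 active = initial fluorescence not abnormally high and integrated response B-score, plate-corrected, over 3 SD above library mean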
Target sequence (Q9GZV3 whole entry, looked up): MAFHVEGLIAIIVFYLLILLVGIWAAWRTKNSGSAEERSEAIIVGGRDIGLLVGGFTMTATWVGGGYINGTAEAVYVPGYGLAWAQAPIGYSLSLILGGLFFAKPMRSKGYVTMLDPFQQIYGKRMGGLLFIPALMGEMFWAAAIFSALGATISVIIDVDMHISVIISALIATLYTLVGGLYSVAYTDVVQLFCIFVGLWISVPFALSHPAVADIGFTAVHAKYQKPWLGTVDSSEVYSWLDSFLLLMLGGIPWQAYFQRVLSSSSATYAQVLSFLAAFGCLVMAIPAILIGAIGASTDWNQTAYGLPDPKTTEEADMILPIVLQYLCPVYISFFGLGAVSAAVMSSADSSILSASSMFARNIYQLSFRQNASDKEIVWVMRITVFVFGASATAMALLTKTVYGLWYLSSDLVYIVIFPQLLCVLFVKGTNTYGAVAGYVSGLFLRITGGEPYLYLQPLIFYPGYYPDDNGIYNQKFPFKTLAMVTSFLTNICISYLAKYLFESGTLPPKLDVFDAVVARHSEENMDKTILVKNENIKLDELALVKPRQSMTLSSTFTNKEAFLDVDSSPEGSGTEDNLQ
* = called active by the depositor; i = inactive; . = no result given.

compound | OX1R antag | CHT allo act
O=C(CN(C(=O)c1csnn1)c1cccc2ccccc12)NCc1ccc(F)cc1 | -29 | i
O=C(O)CSC1c2ccccc2C(=O)N1Cc1ccccc1 (centres undefined) | -11 | i
CC(=O)ON1C(C)(C)CC(OC(=O)c2ccccc2)CC1(C)C | 7 | i
COc1ccc(C(=O)NCC(=O)OCc2cccc(Br)c2)cc1 | -3 | i
CCc1cccc2c(C(=O)CN3C(=O)NC4(CCCCCC4)C3=O)c[nH]c12 | -3 | .
COc1ccc(F)cc1C(=O)C1CCCN(Cc2c(C)n(C)n(-c3ccccc3)c2=O)C1 (centres undefined) | -18 | i
C[C@@H](C(=O)Nc1ccc2c(c1)OCCO2)n1nnc2ccccc2c1=O | -1 | i
O=S(=O)(NC1=NCCCCC1)c1ccc(F)cc1F | -14 | .
CCCCOC(=O)Nc1nc(CC(=O)OCC)cs1 | -18 | i
O=C(Nc1ccccc1Cl)c1cc(S(=O)(=O)N2CCOCC2)cs1 | -12 | i
CCOc1ccc(/C(O)=C2/C(=O)C(=O)N(CC3CCCO3)C2c2ccc(C)o2)cc1 (centres undefined) | -12 | i
CCOc1cc(N2CCOCC2)c(OCC)cc1NC(C)C(=O)N1CCC(C)CC1 (centres undefined) | -24 | i
CC(C)(C)c1cc(C(=O)NNC(=O)Nc2ccccc2)n(Cc2ccccc2)n1 | -20 | i
O=C(NCCC(c1ccccc1)c1ccccc1)c1cnc2sccn2c1=O | -11 | i
O=C(NCc1ccccc1)C1=C[C@H](c2coc3ccccc3c2=O)C[C@H](OCCCCO)O1 | -35 | i
Cn1c(-c2ccc(Cl)cc2)cnc1NCc1cc2c(cc1[N+](=O)[O-])OCO2 | -12 | i
Cc1sc2ncnc(SC(C)C(=O)N3c4ccccc4Sc4ccccc43)c2c1C (centres undefined) | -13 | i
CC(C)(C)NC(=O)CSc1nc2cc(S(=O)(=O)N3CCCCC3)ccc2o1 | -5 | .
CCOC(=O)CSc1nc2ccccc2c(=O)n1CC1CCC(C(=O)NCc2ccco2)CC1 (centres undefined) | -19 | i
COCc1c(C#N)c(NCCc2ccccc2)nc(C)c1[N+](=O)[O-] | -1 | i
COc1cccc2[nH]c(C(=O)NCC3CCCO3)cc12 (centres undefined) | -19 | i
CC(C)Oc1ccc(S(=O)(=O)N2CCOCC2)cc1NC(=O)Cc1ccsc1 | -28 | .
COC(=O)c1cc(NC(=O)COC(=O)C2CCC2)cc(C(=O)OC)c1 | -8 | i
O=C(NCCC1CCCCN1S(=O)(=O)c1cccs1)C(=O)Nc1ccc(F)cc1 (centres undefined) | -20 | i
COC(=O)C1CCN(Cc2ccc(C)cc2)CC1 | -1 | i
COc1ccc(-n2c(Cc3cccn3C)nnc2SCC(=O)Nc2ccccc2OC)cc1 | -24 | i
[O-]/C(=C(\C(=S)NCc1ccccc1)[n+]1ccccc1)c1ccc(Cl)s1 | -18 | i
COc1ccc(NC(=O)CN2C(=O)S/C(=C/c3cccn3-c3ccc(C(=O)O)cc3)C2=O)cc1 | . | i
O=C(CN(CCc1ccccc1)C(=O)CN1C(=O)COc2ccccc21)NCc1ccco1 | -22 | i
CC(OC(=O)/C(C#N)=C/c1ccc(N(C)C)cc1)C(=O)N(C)c1ccccc1 (centres undefined) | 12 | i
CC1Oc2ccccc2N(CC(=O)NCC2CCCO2)C1=O (centres undefined) | -14 | i
O=C(O)CCN1Cc2ccccc2C1=O | -19 | i
COc1ccc(OCc2nnc(SC3CCOC3=O)n2-c2ccccc2)cc1 (centres undefined) | 7 | i
CC1CCCCC1NC(=O)Cn1cnc2ccccc2c1=O (centres undefined) | 8 | i
COc1ccc(N2C(=NC(=O)CC3CCCCC3)SC3CS(=O)(=O)CC32)cc1 (centres undefined) | -7 | i
CSc1nc(-c2ccccc2)nc(N2CCCC2)c1C(C)=O | -28 | i
O=C(O)/C=C/C(=O)Nc1cccc2cccnc12 | -10 | i
COc1ccc(OCCN2C(=O)c3ccccc3C2=O)cc1 | -30 | i
Cc1ccc(C2=NN(C(=O)CCC(=O)O)C(c3cn(-c4ccccc4)nc3-c3ccc(C)cc3)C2)cc1 (centres undefined) | -8 | i
COc1ccc(C(=O)NCCN2CCCC2)cc1OC | -5 | i
COC(=O)C(Cc1ccc(O)cc1)NC(=O)c1ccc2c(c1)OCCO2 (centres undefined) | -1 | i
COc1cc(OC)c(NS(=O)(=O)c2cccc(C(=O)OCC(=O)NCC3CCCO3)c2)cc1Cl (centres undefined) | -30 | i
O=C(NNc1ncnc2ccccc12)c1cccc(Cl)c1 | -15 | i
CC(OC(=O)COc1cccc2c1OC(C)(C)C2)C(=O)Nc1ccc(S(N)(=O)=O)cc1 (centres undefined) | -11 | i
CNc1ncc(Cc2ccccc2)s1 | 2 | i
COc1ccc(OC)c(/C=N/NC(=O)c2nnn(-c3nonc3N)c2-c2cccs2)c1 | -3 | i
COC(=O)[C@@]1(C)[C@H]2C(=O)N(Cc3ccccc3)C(=O)[C@H]2[C@H]2CN=C(SCC(=O)c3ccccc3)N21 | -14 | .
Cc1cc(C=O)c(C)n1-c1ccc(N2CCCC2)c([N+](=O)[O-])c1 | -9 | i
O=C(O)/C(=C\c1ccc(F)cc1)c1ccc(-c2ccccc2)cc1 | -3 | i
Cc1c(C(=O)N(C)C2CCCCC2)sc2ncnc(N3CCN(c4ccccc4)CC3)c12 | -35 | i
CCOC(=O)Cc1csc(NC(=S)NC(=O)c2ccc(C)cc2)n1 | -14 | i
COc1ccc(NC(=O)Nc2sc(NS(=O)(=O)c3ccccc3)nc2C)cc1 | -15 | i
CCOC(=O)c1c(NC(=O)CSc2nnc(-c3ccc(Cl)cc3)o2)sc2c1CCC2 | -19 | i
Cc1nn(-c2ccccc2)c(C)c1/C=N/N1CCN(c2ccccn2)CC1 | -33 | i
CCN(CC)CCN(C(=O)CCOc1ccccc1)c1nc2c(F)cc(F)cc2s1 | -4 | i
CCOc1ccc(OCc2ccc(C(=O)NCc3ccncc3)o2)cc1 | 3 | i
Cc1cc(C)cc(NC(=O)C2CCCN(c3ncccn3)C2)c1 (centres undefined) | -12 | i
O=C(O)Cn1nnnc1-c1ccc(F)cc1 | -5 | i
O=C(NCCN1CCOCC1)c1ccc2ccccc2n1 | 7 | i
CC(C)N1C(=O)c2ccc(C(=O)O)cc2C1=O | 0 | i

(continued)
compound | OX1R antag | CHT allo act
COc1ccc(NS(=O)(=O)c2ccc(N)cc2)nn1 | 0 | i
Clc1cccc(OCCN2CCNCC2)c1 | -4 | i
O=C(Cc1ccc(Cl)cc1)NCCc1cnc[nH]1 | -23 | i
CC(C)(C)c1ccc(C(=O)NC(=S)N2CCCC2)cc1 | -12 | i
CCO/C=C1/C(=O)N(C(C)=O)c2ccccc21 | 0 | i
CCN(CC)C(=O)[C@H]1CC(CC(=O)NCCc2ccccn2)C(=O)N2CCc3c([nH]c4ccc(OC)cc34)[C@]12C (some centres undefined) | -9 | .
Cc1nc2nc(SCc3ccccc3)nn2c(C)c1C | -15 | .
Cc1cc(Br)ccc1OCCn1ccnc1 | -21 | i
CC(C)n1nnnc1SCC(=O)NC1CCCC1 | -12 | i
CCOC(=O)c1sc2cccc(Cl)c2c1N | -15 | i
COc1ccc2c(OC)cc(-c3ccccc3)nc2c1 | -26 | i
O=C(Nc1cc(C(F)(F)F)ccc1F)C1CCCC1 | -12 | i
O=C(c1ccccc1)N1CCN(c2ccc([N+](=O)[O-])c(NCc3ccco3)c2)CC1 | -32 | i
Cc1ccc(NC(=O)N(C2=NCC(C)S2)c2ccccc2)cc1 (centres undefined) | -8 | i
O=C(COc1ccccc1[N+](=O)[O-])N/N=C/c1ccc(OC(=O)c2ccco2)cc1 | 2 | i
CCOc1ccc(C(=O)NCC(C)C)cc1 | -31 | i
Cc1ccc(CSCCNS(=O)(=O)c2ccc(C)cc2)cc1 | -19 | i
C/C(=N/NC(=O)CNC(=O)c1cccnc1)c1ccc([N+](=O)[O-])cc1 | -11 | i
COc1ccccc1CCc1nnc(CCC(=O)N(C)Cc2ccncc2C)o1 | -36 | i
CCOc1ccc(-c2noc(CCC(N)=O)n2)cc1OCC | 2 | i
CC(C)NC(=O)N(C)C[C@H]1Oc2ccc(NC(=O)Nc3ccc(C(F)(F)F)cc3)cc2C(=O)N([C@H](C)CO)C[C@@H]1C | -12 | .
COc1cc(/C=N/NC(=O)Cc2c[nH]c3ccccc23)cc(OC)c1OC | -7 | i
O=C(Nc1ccc2c(c1)OCO2)c1n[nH]c(=O)c2ccccc12 | -20 | i
O=C(CN1CCN(Cc2ccccc2)CC1)NCCNc1ccc([N+](=O)[O-])cn1 | 10 | i
COc1ccc(Br)cc1/C=N/NC(=O)c1nc(-c2ccccc2)n2c1CCCCC2 | -5 | i
COc1ccc(NC(=O)C2CCCN(c3nn4c(=O)cc(C)nc4s3)C2)cc1 (centres undefined) | -28 | i
COc1cc(C(=O)NCCc2ncccc2C)ccc1OC1CCN(C(C)=O)CC1 | -10 | i
CC(C(=O)OCC(=O)Nc1ccc2c(c1)OCO2)N1C(=O)c2ccccc2C1=O (centres undefined) | -27 | i
Cc1ccc(-c2cc3ccccc3nc2N2CCCC2)cc1 | -27 | i
COc1ccc(NC(=O)CSc2nnc(-c3ccccc3F)n2C2CC2)cc1S(N)(=O)=O | -3 | i
Cc1ccc(N2CC(C(=O)Nc3ccc(S(=O)(=O)Nc4nccs4)cc3)CC2=O)cc1 (centres undefined) | -6 | i
Cc1cc(C(=O)NCC2CCCO2)n(-c2ccccc2)n1 (centres undefined) | -4 | i
Cc1ccc(S(=O)(=O)NCC(=O)N/N=C/c2ccccc2O)cc1 | -19 | i
CCC1=NN=C(c2ccc(F)cc2)C(c2c[nH]c3ccccc23)N1O (centres undefined) | -29 | i
O=C(CSc1cccc2cccnc12)N1CCCC1 | 30 | i
O=C(CN1CCCC1)Nc1c2c(cc3c1CCC3)CCC2 | -8 | i
CCOc1cc(C(=O)Nc2ccc3c4c(cccc24)C(=O)N3CC)cc(OCC)c1OCC | -20 | i
CC(Oc1cccnc1[N+](=O)[O-])C(=O)Nc1ccc(F)cc1 (centres undefined) | -5 | .
COc1ccc(NC(=O)C/C(C)=N/NC(=O)C2CCCCC2)c([N+](=O)[O-])c1 | -34 | i
COc1ccccc1Oc1coc2cc(OCC(N)=O)ccc2c1=O | -14 | i
CCOc1ccc2nc(N3CCCC(C(=O)NCCCN4CC(C)CC(C)C4)C3)sc2c1 (centres undefined) | -54 | i
COc1cc2c(cc1OC)CN(CC(=O)Nc1cccc(C(F)(F)F)c1)CC2 | -7 | i
O=C(O)c1cccc(NC(=S)NC(NC(=O)c2ccco2)C(Cl)(Cl)Cl)c1 (centres undefined) | -6 | i
O=C(N/N=C1/CC2CCC1C2)c1cc2ccccc2cc1O (centres undefined) | -2 | i
O=C(Cn1ncc2c([nH]c3ccccc32)c1=O)N1CCCCC1 | -1 | i
O=C(O)c1ccccc1-n1cnnn1 | -16 | i
Cc1ccc(-c2nc3c(c(=O)[nH]c(=O)n3CC(C)C)n2CC(C)C)cc1[N+](=O)[O-] | -34 | i
CCOC(=O)C1Nc2ccc(C(F)(F)F)cc2C2c3ccccc3CC12 (centres undefined) | -13 | i
CCOc1ccccc1Oc1cn[nH]c1-c1ccc(OC)cc1O | 1 | i
CN(CC(=O)Nc1ccc(C(N)=O)cc1)S(=O)(=O)c1ccc2c(c1)OCCO2 | 6 | .
O=C(NS(=O)(=O)Oc1ccc(F)cc1F)OC[C@@H]1CCCN2CCCCC12 (some centres undefined) | 6 | i
Cc1ccc(N2CC(C(=O)OCc3ccc([N+](=O)[O-])cc3)CC2=O)cc1 (centres undefined) | -15 | i
Cc1ccc(CS/C(Nc2ccccc2C)=C(\C#N)C(N)=O)c(C)c1 | -49 | i
CCn1c(SCC(=O)N(C)CCC#N)nc2cc(S(=O)(=O)N3CCOCC3)ccc21 | -6 | i
Fc1ccc(-c2csc(Nc3ccccn3)n2)cc1 | -28 | i
OCCOCCn1c(C(CO)Nc2nc(-c3ccc(Cl)cc3)cs2)nc2ccccc21 (centres undefined) | -6 | i
COCCNC(=O)c1ccccc1-c1nc(-c2ccccc2Cl)no1 | -19 | i

Of the compounds above, these have a Cl atom:
compound | OX1R antag | CHT allo act
O=C(Nc1ccccc1Cl)c1cc(S(=O)(=O)N2CCOCC2)cs1 | -12 | i
Cn1c(-c2ccc(Cl)cc2)cnc1NCc1cc2c(cc1[N+](=O)[O-])OCO2 | -12 | i
[O-]/C(=C(\C(=S)NCc1ccccc1)[n+]1ccccc1)c1ccc(Cl)s1 | -18 | i
COc1cc(OC)c(NS(=O)(=O)c2cccc(C(=O)OCC(=O)NCC3CCCO3)c2)cc1Cl (centres undefined) | -30 | i
O=C(NNc1ncnc2ccccc12)c1cccc(Cl)c1 | -15 | i
CCOC(=O)c1c(NC(=O)CSc2nnc(-c3ccc(Cl)cc3)o2)sc2c1CCC2 | -19 | i
Clc1cccc(OCCN2CCNCC2)c1 | -4 | i
O=C(Cc1ccc(Cl)cc1)NCCc1cnc[nH]1 | -23 | i
CCOC(=O)c1sc2cccc(Cl)c2c1N | -15 | i
O=C(O)c1cccc(NC(=S)NC(NC(=O)c2ccco2)C(Cl)(Cl)Cl)c1 (centres undefined) | -6 | i
OCCOCCn1c(C(CO)Nc2nc(-c3ccc(Cl)cc3)cs2)nc2ccccc21 (centres undefined) | -6 | i
COCCNC(=O)c1ccccc1-c1nc(-c2ccccc2Cl)no1 | -19 | i
